IDE cell inh: human IDE inhibitors in live cells, primary screen, fluorescence polarization, HEK cells, FAbetaB substrate; FAbetaB cleavage; 320,000 tested, 0.41% active; Insulin-degrading enzyme (Homo sapiens), P14735; inhibition, % at 5.59 µM;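 active = percent inhibition above the average of all tested compounds plus 3 SD, set per screening campaign, cut at about 16% in these data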;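 also: IDE supplied by intact live HEK cells; FP after avidin binding of uncleaved biotin substrate so inhibition keeps polarization high; 0% = DMSO wells and 100% = 60 µM reference IDE inhibitor Ii1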
NS3 helicase inh: inhibitors of HCV NS3 helicase, primary screen, biochemical, Cy5 molecular beacon fluorescence. 290,000 tested, 0.56% active. NS3 helicase DNA unwinding. inhibition, % at 10.9 µM;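 active = inhibition above the mean of all tested compounds plus 3 SD, set per campaign, cut at about 35% in these data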;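 also: 0% = DMSO wells and 100% = thioflavine S control wells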
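System: Hepatitis C virus NS3 helicase domain fragment enzyme | Reagent: Annealed dual-labelled DNA beacon duplex, ATP-started | Compound dosing: 10.9 µM single point, 0.8% DMSO | Incubation: 1 h reaction at 25 °C, ATP-initiated | Technique: Cy5 fluorescence | Evaluation: Percent inhibition from t60/t0 fluorescence ratio | Benchmarks: Low DMSO, high thioflavine S at 110 µM | Replication: Singlicate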
PfM18AAP inh: PfM18AAP inhibitors, malaria aminopeptidase, primary screen, biochemical, QFRET, recombinant enzyme. M18 aspartyl aminopeptidase (Plasmodium falciparum 3D7). H-Glu-NHMec fluorogenic cleavage. inhibition, % at 7.35 µM. 290,000 tested, 1.2% active;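 active = inhibition above the campaign mean inhibition over all tested compounds plus 3 SD, cut at about 28% in these data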;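 also: 0% = plate median of test compound wells and 100% = 2 mM ZnCl2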
FID counter: compounds displacing fluorescent DNA intercalator, primary screen, artefact control for HCV NS3 helicase inhibitor project, biochemical, FID fluorescence | DNA fluorescent intercalator displacement | 290,000 tested, 0.17% active | inhibition, % at 7.9 µM; in the data active = inhibition above about 37%;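 also: 0% = vehicle and 100% = reference compound; higher means more ethidium bromide displaced from hairpin DNA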
SUMO HTRF inh: inhibitors of in vitro SUMOylation cascade, primary screen, biochemical, HTRF, uHTS. HTRF SUMOylation assay, SAE1/SAE2 + UBC9. 290,000 tested, 0.36% active. SUMO-conjugating enzyme UBC9 (Homo sapiens), P63279. inhibition, % at 35 µM; in the data active = inhibition above about 50%, passing the limit was not always enough; also: strong numbers were not always called active
Target sequence (P63279 whole entry, looked up): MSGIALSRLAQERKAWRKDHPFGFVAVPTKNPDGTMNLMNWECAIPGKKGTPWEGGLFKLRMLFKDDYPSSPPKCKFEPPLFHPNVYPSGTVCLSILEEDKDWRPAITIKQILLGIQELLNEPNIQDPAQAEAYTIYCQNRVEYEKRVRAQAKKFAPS
VIM-2 inh: VIM-2 metallo-beta-lactamase inhibitors, primary screen, biochemical, epi-absorbance readout, Pseudomonas aeruginosa enzyme. purified VIM-2, nitrocefin hydrolysis, epi-absorbance fluorescence. inhibition, % at 5.6 µM. 290,000 tested, 0.89% active. AID 1527, 2009;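 active = inhibition above the mean of all tested compounds plus 3 SD, cutoff set per screening run, cut at about 7.5% in these data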;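 also: red hydrolysis product quenches plate fluorescence so inhibitors raise well fluorescence; 0% = enzyme with DMSO and 100% = DMSO without enzyme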
pCIP destab: p/CIP-EGFP fusion destabilizers, primary screen, fluorescence, F442A cells | Q05BA5 | 16 h | decrease of EGFP signal, % at 10 µM | 290,000 tested, 0.01% active | AID 1984, 2009;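 active = EGFP signal decrease of at least 30% at 10 µM or well 3 SD below plate mean, unless failing retest; inactive = the rest, including hits failing retest or dose response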; also: some compounds called inactive have numbers as strong as hits; many of its hits are not listed in these tables
IMP-1 inhibitor: IMP-1 metallo-beta-lactamase inhibitors, primary screen, biochemical, epi-absorbance readout, Pseudomonas aeruginosa enzyme. inhibition, % at 5.6 µM. purified IMP-1, nitrocefin hydrolysis, epi-absorbance fluorescence. metallo-beta-lactamase IMP-1 (Pseudomonas aeruginosa). 290,000 tested, 0.45% active;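 active = inhibition above the mean plus 3 SD of all compounds in the same screening run, cut at about 4.5% in these data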;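 also: 0% = IMP-1 with DMSO and 100% = DMSO wells lacking enzyme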
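System: purified recombinant IMP-1 beta-lactamase. Medium: Zinc- and detergent-supplemented HEPES buffer, pH 7.1. Compound: one 5.6 µM dose […]. Schedule: 15 min preincubation plus 25 min reaction at 25 °C. Technique: Epi-absorbance fluorescence, 480 nm excitation, 530 nm emission.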
IDE cell activ: human IDE activators in live cells, primary screen, fluorescence polarization, HEK cells, FAbeta-B substrate; Insulin-degrading enzyme (Homo sapiens), P14735; FAbeta-B cleavage; 0% vehicle, 100% cell-free pure enzyme wells; activation, % at 5.96 µM; 340,000 tested, 0.073% active; AID 493087, 2011;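 active = activation above the mean of all tested compounds plus 3 SD, set per screening campaign, cut at about 17% in these data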
* = called active by the depositor; . = no result given.

SMILES	IDE cell inh	NS3 helicase inh	PfM18AAP inh	FID counter	SUMO HTRF inh	VIM-2 inh	pCIP destab	IMP-1 inhibitor	IDE cell activ
COc1ccccc1C1/C(=C(/O)c2ccc(Cl)cc2)C(=O)C(=O)N1CCN1CCOCC1 (stereo not given)	-1.4	3.2	12.5	-12.2	6.4	-2.1	7.0	-2.8	3.7
Nc1cc(S(=O)(=O)N2CCCCC2)ccc1N1CCOCC1	1.1	4.2	-1.0	9.6	9.2	-1.0	-5.8	-1.3	5.0
CC(Cc1cccs1)NC(=O)Nc1ccc(F)cc1 (stereo not given)	-5.2	4.0	-2.8	-0.5	-18.5	-2.5	-19.4	-5.3	3.3
Cc1cc2c(c(SCC#N)n1)C(=O)OC2	2.1	3.0	-2.6	-7.5	11.7	-0.5	5.1	-2.6	3.5
CCOC(=O)c1c(NC(=O)COC(=O)c2ccc(O)cc2)sc(C(=O)N(C)C)c1C	0.2	-4.4	6.4	-25.1	-19.3	3.6	-9.0	-1.4	-0.4
Cc1cccc(NC(=O)N2C3CCCC2CC(NC(=O)C(C)(C)C)C3)c1 (stereo not given)	3.5	2.5	-8.0	-14.9	15.7	-2.4	-1.1	-2.1	1.6
COc1ccc(CN2CCC(Oc3ccc(C(=O)NCc4ccccn4)cc3)CC2)c(F)c1	4.0	1.1	-4.4	6.7	8.6	-3.0	-10.2	-4.2	-0.3
Cn1cnnc1SCC(=O)c1ccc(O)c(O)c1	-5.3	-8.2	53.3*	-5.4	16.2	-1.9	-7.6	-0.6	4.6
Cc1ccc(C)c(CN2C(=O)CSc3ccc(C(=O)NCCN4CCOCC4)cc32)c1	5.5	-23.4	0.5	10.9	-4.8	-1.6	-4.3	-2.5	-4.5
O=C(Nc1ccc(NC(=O)c2ccccc2F)cc1)c1ccccc1F	.	-8.8	-9.5	-0.5	14.6	-1.6	0.0	-0.5	0.0
CCOP(=O)(OCC)C(NC(=O)Nc1ccc(Cl)cc1)C(=O)N(CC)CC (stereo not given)	-5.0	-2.9	5.6	-21.5	2.2	0.8	-1.0	-2.1	2.4
CCn1c(SCC(=O)NC2CC2)nnc1-c1ccncc1	2.3	7.0	-9.0	-2.9	-4.0	-2.4	4.4	-3.5	6.8
Cc1ccc(C)c(NS(=O)(=O)c2cc(C(=O)N3CCc4ccccc4C3)ccc2Cl)c1	5.5	-2.2	-8.2	-11.6	-24.6	-1.2	-17.1	-3.6	-3.0
COc1ccc(C(C)=O)cc1COC(=O)c1cnc(Cl)c(Cl)c1	-0.1	-3.5	-1.6	-6.3	-9.6	-5.0	0.0	-2.7	2.4
COc1cc(C=O)ccc1Oc1cnccn1	1.4	1.7	-16.4	-0.3	21.6	-5.9	-8.7	-2.3	-0.6
Cc1ccc(/C=C/C(=O)Nc2ccc(S(=O)(=O)Nc3cc(C)nc(C)n3)cc2)cc1	12.2	1.4	-4.7	-30.5	17.3	-1.3	-15.9	-3.8	1.0
Cc1ccc(C)c(S(=O)(=O)N2CCN(C(=O)CCNS(=O)(=O)c3ccccc3)CC2)c1	-2.0	-3.0	1.9	-51.0	-6.8	-2.9	4.0	-3.6	-2.0
O[C@@H]1CN(C2CCCCC2)CC[C@H]1N1CCN(CCc2ccccc2)CC1	-3.5	0.1	0.9	5.5	4.4	-0.6	-12.5	-1.6	-3.3
Cc1ccccc1NS(=O)(=O)c1cccc(C(=O)Nc2cccc(C(=O)O)c2)c1	-2.6	1.6	-10.4	-29.9	8.3	-0.7	-3.2	-2.9	-3.5
O=C(NCc1ccc2c(c1)OCO2)c1ccc2c(c1)OCO2	6.5	10.6	-16.9	-2.4	27.5	-3.9	-14.3	-3.1	10.7
Cc1ccccc1CSc1nnc2ccc(-c3ccncc3)nn12	-3.8	7.8	6.0	-16.7	20.6	-0.6	2.7	-2.0	2.3
CCOC(=O)Cn1c(=O)c2c(nc(N3CCCCC3)n2Cc2ccccc2)n(C)c1=O	0.5	-17.3	5.3	-21.3	1.5	-0.7	-8.1	-2.1	4.8
Cc1ccc(Nc2nnc(SCn3nnc4ccccc4c3=O)s2)cc1	2.7	-1.7	-2.0	-13.0	-6.7	-3.2	-2.2	-3.7	0.9
Clc1cccc(N=NN2CCOCC2)c1Cl	4.5	-1.4	6.8	-2.3	13.5	-5.5	4.5	-2.4	-6.5
COc1cccc(-n2c(SC3CCOC3=O)nc3ccccc3c2=O)c1 (stereo not given)	-1.1	0.4	-0.2	-3.9	-16.4	-2.1	8.4	-2.3	1.4
CC(=O)Nc1ccc(S(=O)(=O)NC(CC(=O)N(C)Cc2ccccc2)C(C)C)cc1 (stereo not given)	2.4	-5.8	-1.4	-10.1	1.9	-2.1	-16.1	-1.5	1.8
CCOC(=O)c1c(C)nc2sc(C(N)=O)c(N)c2c1-c1ccccc1	1.0	-1.8	9.4	-20.0	12.0	-2.0	-0.6	0.5	-0.6
CCOc1ccc(NCc2ccccc2OCc2cccc(F)c2)cc1	1.5	-11.3	5.0	1.2	-2.8	0.1	5.6	-2.0	5.8
COc1ccc(C(CNC(=O)COc2ccc([N+](=O)[O-])cc2)N2CCCCC2)cc1 (stereo not given)	1.2	2.3	-7.2	20.0	17.3	-2.8	0.5	-1.5	1.2
COc1ccc([N+](=O)[O-])cc1NC(=S)NC(=O)C(C)(C)C	-1.8	3.7	-1.0	2.3	13.1	-3.4	-12.6	-2.2	2.2

Record cards (already shown):
Shown for `CC(=O)Nc1ccc(S(=O)(=O)NC(CC(=O)N(C)Cc2ccccc2)C(C)C)cc1` (stereo not given) = IDE cell inh = 2.4; NS3 helicase inh = -5.8; PfM18AAP inh = -1.4; FID counter = -10.1; SUMO HTRF inh = 1.9; VIM-2 inh = -2.1; pCIP destab = -16.1; IMP-1 inhibitor = -1.5; IDE cell activ = 1.8
Shown for `CCOC(=O)c1c(C)nc2sc(C(N)=O)c(N)c2c1-c1ccccc1` = IDE cell inh = 1.0; NS3 helicase inh = -1.8; PfM18AAP inh = 9.4; FID counter = -20.0; SUMO HTRF inh = 12.0; VIM-2 inh = -2.0; pCIP destab = -0.6; IMP-1 inhibitor = 0.5; IDE cell activ = -0.6

(listing goes on)
SMILES	IDE cell inh	NS3 helicase inh	PfM18AAP inh	FID counter	SUMO HTRF inh	VIM-2 inh	pCIP destab	IMP-1 inhibitor	IDE cell activ
COc1nc(-c2ccccc2)cc(-c2ccc3c(c2)OCO3)c1C#N	-5.6	-9.0	-2.4	-0.5	2.0	-3.0	4.4	-4.4	6.9
Cc1cccc(N2CCN(S(=O)(=O)c3cn(C)cn3)CC2)c1C	1.7	-0.2	-2.4	-27.3	11.5	-1.7	-7.4	-5.2	0.2
COc1cc(OC)c(-c2noc(C(=O)OC(C)(C)C)c2C(=O)OC(C)(C)C)c(OC)c1	3.2	3.1	-3.4	-13.7	-16.9	-1.9	-0.3	-2.7	2.5
CCOC(=O)c1c(NC(=O)COC(=O)Cn2c(C(F)(F)F)nc3ccccc32)sc(C)c1C	0.7	5.5	1.1	-6.5	1.6	-0.1	2.1	-1.0	3.5
COC(=O)c1cc(OC)c(OC)c(OC)c1[N+](=O)[O-]	1.9	7.0	-0.5	-3.2	16.3	-4.0	-6.1	-2.0	8.8
CC(=O)c1ccc(OCC(=O)c2ccc(-c3ccccc3)cc2)cc1	14.4	1.9	-11.1	-10.5	22.5	-0.1	-14.1	-3.0	-13.2
CC(C)=NNc1nc2c(c(=O)n(C)c(=O)n2C)n1C	-2.8	14.8	-12.2	0.2	19.3	-0.8	-15.8	-1.6	.
O=C(NNC(=O)C1CCN(c2ncccn2)CC1)c1ccc(F)cc1	-2.5	8.2	-6.4	-6.6	5.6	-2.5	-14.6	-0.7	10.8
O=C(O)COc1ccc(/C=N/NC(=O)c2ccc(-c3csc(Nc4ccc(Cl)cc4)n3)cc2)cc1	.	18.9	-0.1	-16.5	86.0*	-3.5	0.5	-1.4	-0.1
Cc1ccc(C(C[N+](=O)[O-])Sc2ccc(N)cc2)cc1 (stereo not given)	-3.9	5.6	16.0	1.8	-7.9	-0.1	-19.1	-3.4	-9.9
O=C(O)c1cccnc1Sc1ccccc1	0.8	-5.1	2.5	2.1	-20.4	-4.1	-9.6	-2.9	1.2
COc1ccc(CNC(=O)C(OC(=O)c2cccs2)C(C)C)cc1 (stereo not given)	-3.1	1.2	0.0	-23.4	1.5	0.4	-4.0	0.6	2.6
O=C(CSc1ccc(Cl)cc1)N1CCCC1	2.3	9.3	-9.4	-3.5	-6.0	1.9	-3.0	1.0	-3.2
CC(=O)Nc1cccc(C(=O)N2CCN(S(=O)(=O)c3ccc4ccccc4c3)CC2)c1	7.2	-4.3	-2.8	-47.0	-1.2	-1.7	-0.8	-4.2	-2.3
CCCCNc1nc(N(C)c2ccccc2)nc(-n2ccnc2)n1	-7.4	-5.5	-0.9	-19.6	20.8	-1.2	2.7	-2.1	0.6
O=C(NC1CCCc2ccccc21)c1ccccc1OC(F)F (stereo not given)	5.6	6.0	0.1	-13.4	5.6	-4.1	-6.2	-3.3	1.8
NC(=O)c1ccc(NC(=O)CCCc2nc(-c3ccccc3Cl)no2)cc1	-2.4	-15.9	-3.8	-2.5	13.7	-2.7	-5.8	-3.4	4.9
O=c1oc2ccc3ccccc3c2cc1-c1nnc(-c2cccs2)o1	-4.7	1.4	-4.2	0.9	23.4	-0.7	-6.1	-1.2	-1.0
Cc1cc(C)nc(-n2ncc3c2CC(c2cccc(Cl)c2)CC3=O)n1 (stereo not given)	3.1	2.6	2.5	-35.9	-9.3	-2.7	1.1	-1.6	-8.4
N#Cc1c(-n2cccc2/C=N/O)sc2c1CCCC2	-0.4	0.2	5.7	-8.3	10.9	-0.6	0.0	0.3	3.6
CC(OC(=O)c1ccc2c(=O)n3c(nc2c1)CCCCC3)C(N)=O (stereo not given)	0.7	1.6	-0.3	5.8	16.1	1.8	-9.0	-1.0	0.7
CCCn1nc2ccccc2c1P(=N)(N1CCOCC1)N1CCOCC1	-7.0	11.2	-4.0	3.2	9.6	-1.6	1.6	-1.3	3.3
COc1ccc(CNC(=S)Nc2cc(C)cc(C)c2)cc1	0.9	-16.7	-10.1	-8.2	-9.7	-2.1	-5.2	-1.6	1.9
COc1ccc(N2CCN(c3cc(C)c4ccc(C)cc4n3)CC2)cc1	6.8	-13.7	-0.8	-3.3	-10.8	-1.6	6.2	-3.5	0.7
COc1ccc(CCN2C(=O)CN=C2Nc2ccc(F)cc2)cc1OC	-5.2	-4.9	-14.9	-8.2	6.3	-0.3	-3.4	-1.2	2.0
COCC(=O)NCc1nc2ccccc2n1Cc1ccccc1F	-0.8	-9.7	-6.4	-18.3	-17.9	1.7	6.1	0.8	4.2
